All columns: NCI-60 one-dose screen, growth in % after 48 h at 10 µM unless noted; 100 = growth as untreated, 0 = no growth, -100 = all killed.
HCT-15 = HCT-15 colon cancer. 82,000 tested, 5.2% active. AID 1794746
HT29 = HT29 colon cancer; 81,000 tested, 7.4% active; AID 1794748
NCI/ADR-RES = NCI/ADR-RES ovarian cells; 81,000 tested, 4.4% active; AID 1794790
NCI-H522 = NCI-H522 lung cancer. 78,000 tested, 8% active. AID 1794739
HCT-116 = HCT-116 colon cancer | AID 1794798 | 82,000 tested, 7.3% active
NCI-H460 = NCI-H460 lung cancer; AID 1794736; 82,000 tested, 6.8% active
NCI-H226 = NCI-H226 lung cancer. 79,000 tested, 3.5% active. AID 1794732
NCI-H322M = NCI-H322M lung cancer | 80,000 tested, 2.7% active
COLO 205 = COLO 205 colon cancer; 79,000 tested, 7.3% active; AID 1794742
* hit, by the source's call; / = no result given; [ ] = remark or other dose. Rule for the calls: active = growth percent below 10; inactive = the rest.

SMILES	HCT-15	HT29	NCI/ADR-RES	NCI-H522	HCT-116	NCI-H460	NCI-H226	NCI-H322M	COLO 205
O=C(Nc1ccccc1)C1CN(Cc2ccc(C(F)(F)F)cc2)CCS1 (stereo not drawn)	109.1	99.4	103.8	84.2	96.0	102.7	95.0	91.2	109.5
Cc1nn(-c2ccccc2)c2nc3c(c(-c4ccc(Cl)cc4)c12)CNC1(N3)C(=O)N(Cc2ccccc2)c2ccc(Cl)cc21 (stereo not drawn)	96.8	95.7	95.9	89.9	85.6	98.5	70.2	79.6	97.1
CC(=O)CC1=CCCCC1	94.5	94.8	104.8	86.9	75.6	101.8	84.2	101.5	99.1
C/C=C/c1ccc(OC(C)=O)c(OC)c1	108.7	127.5	110.9	128.3	113.3	106.2	98.8	116.4	104.8
O=C(NN=C1CCCCC1)C(=O)Nc1cccc(C(F)(F)F)c1	93.9	90.5	114.2	86.3	101.4	103.8	98.6	91.1	103.6
CN1CCN(Cn2nc(-c3cc(Cl)cc(Cl)c3Cl)oc2=S)CC1	99.5	102.2	99.0	91.1	97.5	101.6	96.0	100.7	109.6
CC(C)Sc1nc(-c2ccc(F)cc2)c(C#N)c(=O)[nH]1	107.4	118.4	105.7	102.4	103.6	108.6	96.3	105.1	137.1
CC(Nc1nc(CNc2ccc(S(N)(=O)=O)cc2)nc2ccccc12)C(=O)O (stereo not drawn)	90.8	109.6	102.5	94.3	92.0	99.3	87.3	99.5	109.4
Cc1nnc2n(Cc3ccccc3)c(=O)c3c4c(sc3n12)CCCC4	105.6	116.8	99.5	84.4	90.9	110.7	108.3	123.8	136.4
CC1(C)CC[C@]2(C(=O)N3CCOCC3)CC[C@]3(C)C(=CC[C@@H]4[C@@]5(C)C/C(=C/c6ccncc6)C(=O)C(C)(C)[C@@H]5CC[C@]43C)[C@@H]2C1	7.2*	5.3*	26.2	-1.2*	-32.6*	-21.8*	-20.4*	40.9	-21.1*
COc1cc(Cn2c(-c3nonc3N)nc3ccccc32)ccc1C	19.5	0.1*	21.2	-20.0*	20.3	11.0	50.3	58.8	-9.7*
Oc1ccc(/C=N/c2n[nH]c(-c3ccccc3)n2)c(O)c1O	62.2	99.5	91.9	87.7	78.6	91.1	75.5	82.9	110.4
O=C(CCCCC(=O)N/N=C\c1ccc(Cl)cc1)N/N=C\c1ccc(Cl)cc1	95.1	105.0	100.8	88.2	73.9	100.5	94.7	108.0	110.4
COCCOC(=O)C1=C(C)NC(=S)N(C(C)=O)C1c1ccc2c(c1)OCO2 (stereo not drawn)	103.3	106.4	99.8	91.6	103.3	103.6	96.6	101.3	100.2
CCCCCCCCc1ccc(C(=O)Nc2ccc(C)cc2OP(=O)(O)O)cc1	96.8	99.4	97.6	89.7	94.3	116.1	86.9	95.0	119.1

Looked up by compound from the list above, 3 records:
SMILES	HCT-15	HT29	NCI/ADR-RES	NCI-H522	HCT-116	NCI-H460	NCI-H226	NCI-H322M	COLO 205
COCCOC(=O)C1=C(C)NC(=S)N(C(C)=O)C1c1ccc2c(c1)OCO2 (stereo not drawn)	103.3	106.4	99.8	91.6	103.3	103.6	96.6	101.3	100.2
CC1(C)CC[C@]2(C(=O)N3CCOCC3)CC[C@]3(C)C(=CC[C@@H]4[C@@]5(C)C/C(=C/c6ccncc6)C(=O)C(C)(C)[C@@H]5CC[C@]43C)[C@@H]2C1	7.2*	5.3*	26.2	-1.2*	-32.6*	-21.8*	-20.4*	40.9	-21.1*
CC(=O)CC1=CCCCC1	94.5	94.8	104.8	86.9	75.6	101.8	84.2	101.5	99.1

The list continues:
SMILES	HCT-15	HT29	NCI/ADR-RES	NCI-H522	HCT-116	NCI-H460	NCI-H226	NCI-H322M	COLO 205
Cc1nn(-c2ccccc2)c(N2CCOCC2)c1/C=C/C(=O)c1ccccc1	29.5	74.5	78.1	/	33.9	64.2	73.5	93.2	79.0
COc1cc(/C=C/c2cc(O)c3cc(C(C)=O)c(=O)oc3c2)cc2c1O[C@]1(C)CC[C@@H](O)C(C)(C)[C@H]1C2	14.4	60.5	83.6	67.7	44.2	23.0	76.4	67.6	89.8
COc1cccc2cc(C(=O)CSc3nc4ccccc4c(=O)n3-c3ccccc3)c(=O)oc12	93.1	90.3	84.5	64.1	82.7	90.6	86.8	85.2	85.4
Cc1ccc2cc3c(N)c4c(C)ccc(C)c4nc3nc2c1	10.8	4.7*	72.7	-23.9*	24.5	53.0	/	72.4	-53.3*
CCOC(=O)c1c2c(cn1Cc1cc(OC)c(OC)c(OC)c1)-c1oncc1CC2	102.2	126.5	107.3	90.3	93.7	110.8	98.9	118.8	122.3
CC(=O)c1cccc(OCCCOc2cccc(C(C)=O)c2)c1	105.1	108.1	108.9	100.6	106.4	102.2	101.1	105.2	115.0
CCC(=O)CC1(C(=O)OC)NC(=S)NC(=O)C1C#N (stereo not drawn)	104.1	100.0	102.5	94.6	97.8	111.8	106.3	102.8	103.8
Cn1c(=O)[nH]c(=O)c2nc(CC(=Nc3cccc(C(F)(F)F)c3)c3ccccc3)c(=O)[nH]c21	101.6	104.9	104.3	89.5	98.8	101.1	80.6	100.6	102.8
CCOC(=O)C1=C(C)N=C2Sc3cc(O)ccc3N2[C@H]1c1ccccn1	83.8	97.7	85.5	65.1	88.8	98.6	91.1	80.4	/
CCOC(=O)CCNCc1ccccc1	98.9	123.0	105.2	119.8	112.2	106.8	105.9	103.9	111.7
Cc1c(C(=O)NCCCC(=O)NO)sc2ncnc(Nc3ccc(NC(=O)Nc4cccc(C(F)(F)F)c4)cc3)c12	100.0	104.1	99.2	94.2	107.2	101.9	105.6	105.1	115.0
Cc1ccccc1NC(=O)Cc1csc2[n+]1C(=O)/C(=C/c1ccc([N+](=O)[O-])cc1)S2	100.4	112.7	100.0	86.3	84.4	104.3	91.1	102.9	105.4
O=S(=O)(Cc1cc(-c2ccccc2)no1)N1CC=CC1	103.0	103.2	101.6	92.6	108.3	106.2	85.6	102.9	113.1
COc1ccc(C(=O)/C=C/c2c(F)cccc2Cl)cc1S(N)(=O)=O	-11.9*	8.5*	12.2	-61.1*	-89.6*	3.5*	22.2	17.4	-84.7*
C[C@H]1[C@H](C)CC[C@]2(C(=O)O)CC[C@]3(C)C(=CC[C@@H]4[C@@]5(C)C/C(=C/c6cccnc6)[C@H](O)C(C)(C)[C@@H]5CC[C@]43C)[C@H]12	2.0*[100 µM]	-72.1*[100 µM]	1.1*[100 µM]	-4.6*[100 µM]	-24.6*[100 µM]	-31.1*[100 µM]	-24.2*[100 µM]	-16.4*[100 µM]	-80.4*[100 µM]

Complete entries, quoted from the list. Order of values: HCT-15	HT29	NCI/ADR-RES	NCI-H522	HCT-116	NCI-H460	NCI-H226	NCI-H322M	COLO 205
Results for CC(=O)c1cccc(OCCCOc2cccc(C(C)=O)c2)c1 = 105.1	108.1	108.9	100.6	106.4	102.2	101.1	105.2	115.0
Results for CCOC(=O)CCNCc1ccccc1 = 98.9	123.0	105.2	119.8	112.2	106.8	105.9	103.9	111.7
Results for CC(Nc1nc(CNc2ccc(S(N)(=O)=O)cc2)nc2ccccc12)C(=O)O (stereo not drawn) = 90.8	109.6	102.5	94.3	92.0	99.3	87.3	99.5	109.4

Next part:
SMILES	HCT-15	HT29	NCI/ADR-RES	NCI-H522	HCT-116	NCI-H460	NCI-H226	NCI-H322M	COLO 205
CN(C)[C@@H]1C(=O)C(C(=O)NCN2CCCC2)=C(O)[C@@]2(O)C(=O)C3=C(O)c4c(O)cccc4[C@@](C)(O)[C@H]3C[C@@H]12	103.6	105.8	105.3	94.3	103.4	111.8	102.7	110.6	105.3
CC(=O)Nc1ccc(-c2cn3ccccc3n2)cc1	102.5	102.7	102.3	90.2	96.2	108.3	101.8	98.5	102.6
CC(C)CCSc1nc(-c2ccc(F)cc2)c(C#N)c(N2CCCCC2)n1	97.7	83.2	99.2	78.8	88.0	93.1	88.8	94.5	102.9
Clc1ccc(-c2nnc(COc3ccc(C4=NNC(c5ccccn5)C4)cc3)o2)cc1 (stereo not drawn)	100.3	111.6	117.7	114.3	110.6	104.5	/	109.0	120.9
Clc1nc(Cl)c2ccccc2n1	111.5	107.5	110.2	/	100.9	109.7	95.0	106.8	106.5
CCOC(=O)c1nnc(-c2ccccc2)nc1Cl	96.9	102.7	88.5	100.5	104.1	127.9	93.7	97.9	142.7
N#C/C(=C\C=C\c1ccc(-c2cc(Cl)ccc2Cl)o1)c1nc2ccccc2s1	102.5	108.0	100.2	94.4	96.6	103.0	78.3	95.0	92.9
O=c1c(O)c(N[C@H]2C=C[C@@H](CO)C2)c1=O	134.2	105.3	115.8	91.6	108.4	114.4	157.0	120.3	133.7
O=S1(=O)CCCc2c1nnn2-c1ccc(F)cc1	102.6	101.6	103.4	83.6	96.9	103.8	97.4	100.1	104.4
O=C(COc1ccc(-c2nc3ccc([N+](=O)[O-])cc3[nH]2)cc1)N=Nc1c(O)[nH]c2ccc(Cl)cc12	99.1	104.4	102.4	92.5	95.9	93.0	93.5	96.0	101.2
Cc1cc(C)c(S(=O)(=O)O)cc1N	102.9	102.3	/	73.9	94.5	101.2	89.9	101.0	/
CCCCN1CCCn2c1nc1c2c(=O)n(CCC)c(=O)n1CCC	105.9	97.8	99.8	76.6	98.3	99.6	113.4	97.7	114.2
COc1ccc(/C=N/NC(=O)c2cnn3c2NC(c2ccccc2)C3)cc1OCc1ccccc1 (stereo not drawn)	64.9	79.4	83.3	64.2	79.0	114.4	99.1	103.5	82.4
Cn1c(=O)cc(OCC(=O)N/N=C/c2ccc(Cl)cc2)c2ccccc21	102.8	107.1	110.9	94.2	99.5	110.5	111.3	104.2	/
COc1ccc(OC)c(C2=NN(c3ccc(S(N)(=O)=O)cc3)C(c3cc(OC)c(OC)c(OC)c3)C2)c1 (stereo not drawn)	67.2	82.1	83.3	59.4	63.1	89.0	71.6	96.3	/
Cc1ccc(Nc2ncnc(Cl)c2N)cc1	97.2	102.2	103.7	/	105.4	108.8	108.3	130.5	116.8
Cc1ccccc1Nc1cc(N)nc(N)n1	98.1	73.0	99.8	60.9	103.8	104.3	98.1	99.3	127.7
O=[N+]([O-])c1ccc(N/N=C/c2ccc(O)cc2)nc1	83.9	96.0	100.3	82.6	101.0	105.5	106.3	138.9	109.4
CC1=NN(c2cccc(Cl)c2)C(=O)/C1=C\c1cn(CC(O)CN2CCCCC2)c2ccccc12 (stereo not drawn)	36.8	-57.3*	75.3	71.9	10.2	44.8	96.8	102.5	-58.0*
COc1ccc(C2C(C#N)=C(N)Oc3n[nH]c(-c4cccs4)c32)cc1Br (stereo not drawn)	89.0	98.3	97.9	85.1	97.0	97.6	103.4	94.4	115.2
CCOC(=O)C1=C(C)N2C(=NC3=C(CCCC/C3=C\c3ccc(OC)cc3)C2c2ccc(OC)cc2)S1 (stereo not drawn)	97.7	98.2	102.0	/	99.7	101.4	/	110.2	115.8
C[C@@H]1CC[C@]23COC(=O)[C@@]1(CCc1ccoc1)[C@H]2CC[C@@H]1O[C@@]13C	101.5	99.8	98.9	82.0	99.2	103.6	/	105.0	/
C/C(=C\c1ccccc1Cl)c1ccccn1	90.1	112.7	99.2	108.9	100.6	104.6	93.8	115.0	107.3
O=C(CNC1C2CC3CC(C2)CC1C3)Sc1nnc2sc3ccccc3n12 (stereo not drawn)	104.7	106.5	99.2	96.4	93.6	97.9	91.3	113.3	106.0
OCC1OC(OC2C(O)C(CO)OC2(CO)OC2OC(CO)C(O)C(O)C2O)C(O)C(O)C1O (stereo not drawn)	106.7	101.8	107.4	/	97.8	111.5	114.7	119.6	116.6
Cc1ccc(S(N)(=O)=O)cc1S(N)(=O)=O	100.6	104.7	93.7	98.0	96.4	98.8	111.0	90.8	108.2
CC(=O)Nc1ccc(-c2cn(-c3cccc(C(=O)Nc4cc(CN5CCOCC5)cc(C(F)(F)F)c4)c3)nn2)cn1	-86.2*	-11.4*	67.9	-53.2*	-56.1*	-65.3*	-74.0*	-94.3*	-91.5*
Cc1cc2[nH]c(=O)c3c4cccnc4cn3c2cc1C	106.4	95.6	94.2	87.0	91.5	87.0	101.6	137.2	105.2
O=C1NC(=S)N[C@@H]1CC(=O)n1c(-c2ccccc2)nc2ccccc21	100.3	105.9	97.8	94.4	94.3	101.7	91.3	99.0	93.2
CCOc1ccc(-n2nc(C(=O)Nc3ccc(F)c(F)c3)nc2-c2cc(OC)c(OC)c(OC)c2)cc1	63.7	74.6	67.5	61.2	51.2	77.9	69.1	73.0	63.7
Nc1cccc([N+](=O)[O-])c1O	112.2	109.8	114.1	105.1	101.3	110.3	96.2	111.7	118.7
O=C(O)c1ccc(-c2nn(-c3ccc(C(=O)O)cc3)cc2/C=N/NC(=O)c2ccccc2O)cc1	100.1	117.8	99.6	101.0	101.1	106.2	85.6	97.2	111.0
COc1ccc(Oc2nc(Nc3ccc(N4CCOCC4)cc3)ncc2N=Cc2cc(OC)cc(OC)c2)cc1	104.4	95.4	101.1	87.9	103.1	103.9	93.1	104.5	118.8
O=c1c2ccccc2nnn1-c1ccccc1	108.4	97.6	108.3	106.6	114.2	109.4	102.9	97.0	118.3
O=c1c2cc(F)ccc2sc2c(NCc3cccnc3)nc3ccccc3c12	83.8	92.0	91.3	81.2	85.4	94.0	95.0	84.1	112.8
NS(=O)(=O)c1cc2c(cc1Cl)NCNS2(=O)=O	94.6	101.8	99.2	102.9	99.2	112.8	97.9	103.1	111.0
COc1cccc2c1-c1ccccc1C2=O	33.3	17.5	8.6*	-13.7*	12.9	7.6*	84.1	44.5	11.6

Screening data as filed in PubChem BioAssay.
